LYP phosphatase – PTPN22 lymphoid phosphatase activity blockers – biochemical, fluorescence intensity, uHTS (AID 1779) | recombinant LYP phosphatase, fluorescence intensity; higher % means a stronger effect | inhibition, % at 11.5 µM, or IC50 in µM where a hit was titrated | hit rate 0.054% among 290,000; in the data active = inhibition above about 50%;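 note: plate controls were vehicle with enzyme for no effect and no enzyme for full effect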
The depositor's hits bear a star. This is a subset; rates above refer to the full screens.

LYP phosphatase,SMILES
-8%,CCS(=O)(=O)N1CCC(C(=O)Oc2ccccc2Cl)CC1
-5%,CCn1cc(S(=O)(=O)NCCc2ccc(OC)c(OC)c2)cn1
-4%,COc1ccc(NS(=O)(=O)c2ccc3oc(SC)nc3c2)cc1
-8%,O=C(CCN1C(=O)[C@H]2CC=CC[C@H]2C1=O)NCc1nc(-c2ccc(Cl)cc2)no1
-1%,O=C(Nc1cc(-c2nc3ncccc3o2)ccc1Cl)c1ccco1
-14%,Cc1c(C)c2ccc(OCC(=O)N[C@@H](Cc3ccccc3)C(=O)O)cc2oc1=O
-8%,CCCCCCn1cc(C(=O)O)c(=O)c2cc(F)c(N3CCN(C(=O)OCC)CC3)cc21
-4%,COC(=O)C1CN(C(=O)C(C)Oc2ccc(C)c(C)c2)c2ccccc2O1 (configuration not stated)
-5%,CC(C(=O)NC1CCCCC1)N(Cc1ccc(F)cc1)C(=O)c1snc(C(N)=O)c1N (configuration not stated)
-6%,COc1ccc(C(=O)Nc2ccc(NC(=O)C3CC3)cn2)cc1
-5%,CCCCN(CC(=O)NC1CCCC1)C(=O)C(=O)Nc1ccc2c(c1)OCCO2
-12%,O=[N+]([O-])c1cccc(S(=O)(=O)N2CCCCC2)c1
-8%,Cc1ccccc1CNCCCSc1ncccn1
-9%,COc1ccc(OCc2nn[nH]n2)cc1
-10%,COc1ccc2nc(NC(=O)C3CCN(C(=O)c4ccco4)CC3)sc2c1
-7%,CC1CCCCN1S(=O)(=O)c1ccc(C(=O)N(CCCN(C)C)c2nc3cc4c(cc3s2)OCO4)cc1 (configuration not stated)
-8%,Cc1ccccc1CNS(=O)(=O)c1c(C(=O)N2CCCCC2)c(C)n(C)c1C
-6%,COc1cc(Cl)ccc1OCc1cc(C(=O)N(C)CC2CCCCO2)no1 (configuration not stated)
-15%,CCOc1ccc(NC(=O)C(C)Sc2nccn2C)cc1 (configuration not stated)
-6%,COc1ccccc1N1CCN(C(=O)c2ccco2)CC1
-5%,CC(=O)Oc1ccc(/C=N/NC2=NS(=O)(=O)c3ccccc32)cc1
-3%,Cn1c(=O)[nH]c(=O)c2c1nc(N1CCCCC1)n2CC(O)COc1ccccc1 (configuration not stated)
-16%,CCn1c(CC(=O)Nc2ccc(F)cc2)nnc1SCC(=O)Nc1nnc(C)s1
-9%,Cc1ccc(S(=O)(=O)N2C(=O)CCC2C(=O)O/N=C(\N)c2cccc([N+](=O)[O-])c2)cc1 (configuration not stated)
-6%,Cc1cc(C)nc(CCNC(=O)CC2C(=O)NCCN2Cc2ccc(F)cc2Cl)n1 (configuration not stated)
-4%,CC(=O)N1CCN(CC(c2ccccc2)c2ccccc2)CC1
-11%,Cc1ccccc1-n1c(SCC(=O)Nc2ccccc2Cl)nc2n[nH]c(C)c2c1=N
-5%,COc1cc(C(CC(=O)Nc2ccc(Cl)cn2)N2Cc3ccccc3C2=O)cc(OC)c1OC (configuration not stated)
-8%,NS(=O)(=O)c1ccc(CNC(=O)c2cc(-c3cccnc3)nc3ccc(Br)cc23)cc1
1%,C=CCN1C(=O)CSC1=Nc1ccc(NC(C)=O)cc1

Further entries
LYP phosphatase,SMILES
-8%,Cc1ccc(C(=O)CCC(=O)Nc2cccc(C)c2)cc1
-4%,COc1ccc(C2C(C(=O)c3ccc(C)o3)=C(O)C(=O)N2CC2CCCO2)cc1OC (configuration not stated)
-5%,Cc1c(C(=O)N2CCC[C@H]2CO)oc2c(F)cccc12
-7%,CC(C)CC(=O)Nc1c2c(nn1-c1cccc(Cl)c1)CS(=O)C2 (configuration not stated)
-11%,N=c1ccn(Cc2ccc([N+](=O)[O-])cc2)cc1
-3%,O=C(Nc1ccnn1C1CCN(C(=O)c2ccccc2C(F)(F)F)CC1)C1CC1
-9%,CS(=O)(=O)C1=NSC2=NC(=O)/C(=C\c3ccc(OC(=O)c4ccco4)c(Br)c3)C(=N)N21
-5%,O=C1c2ccccc2C(=O)N1c1ccc(S(=O)(=O)N2CCCCC2)cc1
-6%,CCOC(=O)C1(Cc2ccccc2)CCCN(S(=O)(=O)N(C)C)C1 (configuration not stated)
-9%,CN1CCN(C(=O)CCN2C(=O)/C(=C\c3ccccc3F)SC2=S)CC1
-7%,COc1ccc(Cl)cc1C(=O)Nc1nc(C)cc(C)n1
-4%,Cc1ccc(NC(=O)c2cc(=O)[nH]c3ccccc23)cc1C
2%,C=CCOc1ccc(CN(C)C(=O)CN2C(=O)c3ccccc3C2=O)cc1
-10%,O=C(O)c1ccc(-c2sc(Nc3ccccc3)n[n+]2-c2ccc(F)cc2)cc1
-7%,CC(=O)O[C@]1(C(C)=O)CC[C@H]2[C@@H]3C=CC4=CC(=O)C=C[C@]4(C)[C@H]3CC[C@@]21C
-6%,COc1ccc(CCNC2CCC(c3ccccc3)CC2)cc1 (configuration not stated)
-5%,Cc1cccc(-c2cc3nc(-c4ccccc4)cc(=O)n3[nH]2)c1
-4%,COc1ccccc1C1CCN(Cc2ccc(Cl)c(Cl)c2)CC1
-7%,COc1ccc(C(=O)O)cc1NCc1cccnc1
-6%,CC(C)C[C@H](NC(=O)C1CCN(S(=O)(=O)c2ccccc2)CC1)C(=O)NCc1ccncc1
-5%,O=C1C(=O)N(c2nccs2)C(c2ccccc2)/C1=C(\O)c1ccc2c(c1)OCCO2 (configuration not stated)
-8%,O=[N+]([O-])c1cccnc1Oc1ccc(OCc2ccccc2)cc1
-5%,CC(Oc1ccc2c(-c3ccccc3)cc(=O)oc2c1)C(=O)NCC(O)c1ccccc1 (configuration not stated)
-5%,COc1ccc(CC(=O)Oc2cc(C)ccc2C)cc1
-6%,CCCCCCNC(=O)c1cc(S(=O)(=O)N2CCc3ccccc32)ccc1F
-7%,Cc1ccc(NC(=O)CSc2nnc(-c3cc(C)[nH]n3)n2N)c(C)c1
-4%,Cn1c(=O)oc2cc(S(=O)(=O)N3CCC(C(=O)N4CCN(c5ccc(F)cc5)CC4)CC3)ccc21
-6%,CC#CC(=O)N1CCC(n2nccc2NC(=O)c2ccc3c(c2)OCO3)CC1
-6%,COc1ccccc1/C=C1\SC(=O)N(CCC(=O)NCCCn2ccnc2)C1=O
-10%,Cc1ccc(S(=O)(=O)CCC(=O)NCCc2ccccc2)cc1

Entries from the list above with a furan ring, fused or not (6):
LYP phosphatase,SMILES
-1%,O=C(Nc1cc(-c2nc3ncccc3o2)ccc1Cl)c1ccco1
-10%,COc1ccc2nc(NC(=O)C3CCN(C(=O)c4ccco4)CC3)sc2c1
-6%,COc1ccccc1N1CCN(C(=O)c2ccco2)CC1
-4%,COc1ccc(C2C(C(=O)c3ccc(C)o3)=C(O)C(=O)N2CC2CCCO2)cc1OC (configuration not stated)
-5%,Cc1c(C(=O)N2CCC[C@H]2CO)oc2c(F)cccc12
-9%,CS(=O)(=O)C1=NSC2=NC(=O)/C(=C\c3ccc(OC(=O)c4ccco4)c(Br)c3)C(=N)N21

A different layout for some results above.
molecule	LYP phosphatase
CS(=O)(=O)C1=NSC2=NC(=O)/C(=C\c3ccc(OC(=O)c4ccco4)c(Br)c3)C(=N)N21	-9%
O=C1c2ccccc2C(=O)N1c1ccc(S(=O)(=O)N2CCCCC2)cc1	-5%
CCOC(=O)C1(Cc2ccccc2)CCCN(S(=O)(=O)N(C)C)C1 (configuration not stated)	-6%
CN1CCN(C(=O)CCN2C(=O)/C(=C\c3ccccc3F)SC2=S)CC1	-9%

Following part.
LYP phosphatase,SMILES
-5%,CCc1nn2c(=O)c(S(=O)(=O)Nc3ccc(C(C)C)cc3)c(C)nc2s1
-10%,O=C1Nc2cc(C(=O)NCCN3CCCCCC3)ccc2S/C1=C\c1ccccc1
-3%,O=C(O)c1ccc(N2CCc3ccccc32)c([N+](=O)[O-])c1
-5%,CC(C)(c1ccc(O)cc1)c1ccc(O)cc1
-4%,COc1ccc(N(CC(=O)N2CCN(c3cc(C)ccc3C)CC2)S(=O)(=O)c2c(C)noc2C)cc1
-10%,COc1ccc(C2=NN(CCC(=O)NC3CCCCCC3)C(=O)CC2)cc1
7%,COc1ccc(C(=O)CC(=O)C(=O)Nc2ccc(C)cc2Cl)cc1
-8%,O=C(O)CC1(CC(=O)Nc2cccc(C(=O)O)c2)CCCC1
-6%,COc1ccc(NC(=O)Nc2cc(C(C)(C)C)on2)cc1OC
-4%,CC(=O)c1ccc(N2CCN(C(=O)c3cc4c(C)nc5ccccc5c4o3)CC2)cc1
-1%,Cc1cccc(C(=O)Nc2ccc(S(=O)(=O)Nc3nc(C)cc(C)n3)cc2)c1
-5%,CCCCN(CC)CCCNC(=O)c1cc2c(-c3ccc(OC)c(OC)c3)nn(C)c2s1
-13%,COc1ccccc1OCc1cc(C(=O)N2CCN(C)C(c3ccccc3)C2)no1 (configuration not stated)
1%,CCCNC(=O)C1CCC(CNS(=O)(=O)c2ccc3c(c2)CC(C)N3C(C)=O)CC1 (configuration not stated)
2%,CCOC(=O)c1cccc(NC(=O)c2ccc3c(c2)C(=O)N(CC2CCCO2)C3=O)c1 (configuration not stated)
-6%,COc1ccc(CCNc2ncccc2C#N)cc1OC
-6%,Cc1occc1C(=O)N1CCC2(CCCN(Cc3ccc(F)c(F)c3)C2)C1 (configuration not stated)
-5%,COc1cc(C(=O)NCC(=O)NC(C)CCc2ccccc2)cc(OC)c1OC (configuration not stated)
-7%,CCc1nnc(NC(=O)C2CC(=O)N(C3CCCCC3)C2)s1 (configuration not stated)
-4%,Cc1ccccc1OCC(=O)NNC(=O)c1cc(S(=O)(=O)N(C)C)ccc1N1CCCC1
-4%,CC1CC(=O)N(CC(=O)Nc2ccc(Br)cc2)c2ccccc2S1(=O)=O (configuration not stated)
-8%,COc1ccccc1N1CCN(C2CCCN(C(=O)CN3CCCCC3=O)C2)CC1 (configuration not stated)
-8%,COc1cccc(-c2noc(C3CCCN(C(=O)c4cccc(F)c4)C3)n2)c1 (configuration not stated)
-10%,CC(C)C[C@H](NC(=O)C1CC(=O)N(c2ccc3c(c2)OCCO3)C1)C(=O)N1CCCCC1 (some centres not stated)
-8%,CN(C)CCNC(=O)CCn1nc(-c2ccc(Cl)cc2)ccc1=O
-7%,CCOc1ccc(C2/C(=C(\O)c3ccc4c(c3)OCCO4)C(=O)C(=O)N2CCCN2CCOCC2)cc1OC (configuration not stated)
-14%,Cc1cc(Cl)nc(SCC(=O)c2ccccc2)n1
4%,CCOC(=O)C1CCN(C(=O)c2ccc3nc(-c4ccc(OC)cc4)c(-c4ccc(OC)cc4)nc3c2)CC1
-6%,Cc1ccc(C(=O)COc2ccc3c(C)cc(=O)oc3c2)cc1
-4%,O=C(Nc1nc2ccccc2[nH]1)c1cccc(F)c1

(list continues)
LYP phosphatase,SMILES
-3%,CCCCC(NC(=O)Cc1c(C)c2cc3c4c(oc3c(C)c2oc1=O)CCCC4)C(=O)O (configuration not stated)
-4%,COc1ccc(S(=O)(=O)N2CCN(CC(O)COc3ccc(C#N)cc3)CC2)cc1OC (configuration not stated)
4%,CC1=C(C(=O)NC2CC(C)(C)Cc3c2cnn3-c2cccc(F)c2)OCCO1 (configuration not stated)
-9%,Cc1cccc(C)c1N1CCN(CCn2c(=S)[nH]c3ccccc3c2=O)CC1
-6%,COc1cc(OC)cc(C(=O)N2CCN(C3CCCCC3)CC2)c1
-5%,COc1ccc(CCOC(=O)c2ccc(N)c([N+](=O)[O-])c2)cc1
-7%,CCN1CCN(c2ncnc3scc(-c4ccc(C)cc4)c23)CC1
0%,N#CCc1ccc(NC(=O)c2ccc(S(=O)(=O)N3CCCC3)cc2)cc1
-5%,Fc1ccccc1N1CCN(C2CCCN(Cc3ccccc3C(F)(F)F)C2)CC1 (configuration not stated)
-7%,O=C1CCCCN1CCC(=O)N1CCCC(N2CCN(c3cccc(Cl)c3)CC2)C1 (configuration not stated)
-9%,Cc1cccc(Nc2cc(=O)n(C)c(=O)[nH]2)c1
-2%,Cc1ccc2nc(-c3ccccn3)[nH]c2c1
-2%,C#CCOc1ccc(Cl)cc1/C=C1/C(=O)ON=C1C
-9%,COc1ccccc1Cn1nc(C(=O)O)c2ccccc2c1=O
2%,CN(C)CCCN(C(=O)c1ccc(S(=O)(=O)N2CCOCC2)cc1)c1nc2cc3c(cc2s1)OCO3
-1%,CC(=O)Nc1ccc(N/C=C/C(=O)c2ccccc2)cc1
-6%,Cc1cccc(NS(=O)(=O)c2ccc(C(=O)N3CCN(c4ccccc4O)CC3)cc2)c1C
-4%,COc1cc(/C=C2\C(=N)N3N=C(S(C)(=O)=O)SC3=NC2=O)ccc1OC(=O)c1ccco1
-6%,COc1ccc(CN2CCNC(=O)C2CC(=O)N2CCCN(C(C)=O)CC2)cc1OC (configuration not stated)
-1%,COc1cccc(-c2nc3c(c(SCC(=O)N4CCOCC4)n2)Cc2c(CO)cnc(C)c2O3)c1
0%,O=C(CCNC(=O)N1CC(=O)Nc2ccccc21)Nc1ccc(Cl)cc1
4%,COc1ccc(C(=O)N/C(=C\c2cn(C)c3ccccc23)C(=O)NCCCN2CCOCC2)cc1OC
-2%,CN1CCN(C(=O)/C(=C/c2ccco2)NC(=O)c2ccccc2)CC1
-8%,CCN1CCN(C(=O)C2COc3ccccc3O2)CC1 (configuration not stated)
-6%,COc1cc(C(=O)NCc2nnc(SCC(=O)Nc3cccc(C(F)(F)F)c3)o2)cc(OC)c1OC
-2%,Cc1c(C(=O)Nc2c(F)cccc2F)sc2ncn(CC(=O)N3CCCCC3)c(=O)c12
-8%,Oc1ccc(Br)cc1CNc1cccc2cccnc12
-7%,CCn1cc(S(=O)(=O)Nc2ccc(Cl)cc2F)cn1
-5%,COc1cc(CNCc2ccncc2)cc(OC)c1OC
-6%,CCCn1c(Nc2cccc(OC)c2)nc2ccccc21
4%,COc1ccc(N2CCN(c3ccc(S(=O)(=O)N(C(C)C)C(C)C)cn3)CC2)cc1
-5%,O=C(Nc1ccc(F)cc1F)NC1CCCc2ccccc21 (configuration not stated)
-4%,CN1CCN(Cc2c(C(=O)N/N=C/c3cccc(Br)c3)nnn2-c2nonc2N)CC1
